SIAH1 antagonists: Siah-1 peptide-binding antagonists, primary screen, biochemical, fluorescence polarization, rhodamine-plectin, uHTS (AID 1817) | Siah-1 / rhodamine-plectin peptide fluorescence polarization; higher % means a stronger effect | one-dose displacement, % at 20 µM; IC50 in µM for titrated hits | 290,000 tested, 0.02% active;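 active means displacement of at least 50% at 20 µM, with a fluorescence ratio check between 0.3 and a set limit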;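 further: plate controls were Siah plus tracer with DMSO for no effect and tracer alone without Siah for full effect; strong numbers were not always called active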
GPR35 antagonists: inhibition of zaprinast-stimulated GPR35 beta-arrestin translocation – imaging, U2OS, beta-arrestin-GFP, zaprinast agonist, primary screen (AID 2058). inhibition, % at 10 µM, or IC50 in µM where a hit was titrated. 290,000 tested, 0.052% active. U2OS GPR35 beta-arrestin-GFP translocation imaging, zaprinast antagonism; higher % means a stronger effect;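 active means inhibition of at least 50% with at least 30 cells and total cytoplasm GFP at most 10,000,000; inconclusive means under 30 cells or total GFP of 10,000,000 plus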
HIV peptide binding: cell-free HIV fusion peptide-binding blockers – biochemical, uHTS, fluorescence dequenching, primary screen (AID 1986) | inhibition, % at 20 µM; hits with a dose series show IC50 in µM | cell-free peptide binding, fluorescence dequenching, 30 min; higher % means a stronger effect | 290,000 tested, 0.3% active; in the data active means inhibition mostly above about 52%, no sharp cut-off; inactive means mostly below about 76%; further: some results filed as inactive read as strong as hits
UTI89 phage lysis: inhibition of K1F phage lysis, E. coli UTI89, bacterial capsule biogenesis inhibitors, alamar blue (AID 488966); E. coli UTI89 K1F phage lysis, alamar blue, 2 h; higher % means a stronger effect; inhibition, % at 100 µM, or IC50 in µM where a hit was titrated; 340,000 tested, 0.02% active;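 active means phage lysis inhibition, versus mean bacterial control, above a set limit; inconclusive means no clear call, values can overlap the other calls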;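 further: capsule biogenesis inhibitors block K1F phage lysis so surviving cells raise fluorescence; higher fluorescence means more inhibition of phage lysis; actives were called in the ten point dose series up to 300 µM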
GPR55 antagonists: GPR55 antagonists blocking LPI-driven arrestin recruitment, primary screen, imaging, U2OS, beta-arrestin-GFP, LPI agonist (AID 2013). U2OS GPR55 beta-arrestin-GFP translocation imaging, LPI antagonism; higher % means a stronger effect. one-dose inhibition, % at 10 µM; IC50 in µM for titrated hits. 290,000 tested, 0.13% active;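 active means spots per cell inhibited over 60%, with over 100 cells counted and total cytoplasm intensity under 500,000; inconclusive means wells with under 100 cells, flagged as likely toxic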;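 further: U2OS cells stably carrying GPR55 and arrestin-GFP stimulated by 5 µM LPI near EC80; imaged beta-arrestin-GFP aggregate spots per cell after agonist stimulation; plate controls were LPI-stimulated DMSO wells for no effect and DMSO wells without LPI for full effect; some results filed as inactive read as strong as hits; confirmed hits need IC50 under 10 µM and bright autofluorescent wells are also inconclusive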
AID2073: disruptors of CaV2.2 binding to Mint1 – biochemical, HTRF (AID 2073); HTRF protein-protein interaction, Mint1-CaV2.2; higher % means a stronger effect; one-dose inhibition, % at 20 µM; IC50 in µM for titrated hits; 290,000 tested, 0.19% active; in the data active means inhibition mostly above about 51%, no sharp cut-off; inconclusive means no clear call, values can overlap the other calls; inactive means mostly below about 53%; further: some results filed as inactive read as strong as hits
GPR55 beta-arrestin: GPR55 agonists via beta-arrestin recruitment, primary screen, imaging, U2OS cells, beta-arrestin-GFP redistribution (AID 1961). U2OS GPR55 beta-arrestin-GFP redistribution imaging; higher % means a stronger effect. activation, % at 10 µM; hits with a dose series show EC50 in µM. 290,000 tested, 0.048% active;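 active means activation above 40% with more than 50 cells counted in the well; inconclusive means wells holding fewer than 50 cells, flagged as toxic or sparse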;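 further: U2OS osteosarcoma cells stably expressing GPR55 and beta-arrestin-GFP; plate controls were DMSO negative control for no effect and LPI positive control for full effect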
NTR1 ag: agonists of NTR1, primary screen, imaging, U2OS cells, beta-arrestin-GFP, high content (AID 493036); 330,000 tested, 0.17% active; NTR1-U2OS beta-arrestin-GFP spot imaging, agonist mode; P30989; activation, % at 20 µM;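 active means activation at or above 40% of the spot to cytoplasm intensity ratio, with at least 20 cells analyzed; inconclusive means wells under 20 cells, flagged as cytotoxic or low count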;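 further: 0% = DMSO without peptide and 100% = 100 nM NTR1 peptide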
Target sequence (P30989 whole entry, looked up): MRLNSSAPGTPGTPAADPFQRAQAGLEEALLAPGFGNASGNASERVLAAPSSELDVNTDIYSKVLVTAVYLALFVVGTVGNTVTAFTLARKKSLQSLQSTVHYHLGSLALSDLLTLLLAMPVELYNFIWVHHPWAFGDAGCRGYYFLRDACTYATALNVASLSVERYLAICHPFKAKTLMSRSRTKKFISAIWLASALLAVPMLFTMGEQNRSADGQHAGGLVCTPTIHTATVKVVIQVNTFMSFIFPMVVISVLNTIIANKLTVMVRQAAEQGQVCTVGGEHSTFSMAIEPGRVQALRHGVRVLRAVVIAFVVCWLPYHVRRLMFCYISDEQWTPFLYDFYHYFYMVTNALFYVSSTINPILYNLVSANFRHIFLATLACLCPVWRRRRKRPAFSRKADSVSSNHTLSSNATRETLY
NS5 inhibitors: Dengue-2 NS5 methyltransferase inhibitors, primary screen, biochemical, confirmation dose response (AID 588689); Dengue-2 NS5 methyltransferase capping enzyme assay, biochemical; higher % means a stronger effect; inhibition, % at 25 µM; hits with a dose series show IC50 in µM; 340,000 tested, 0.3% active; in the data active means a potency from the dose series; inconclusive means inhibition above about 29% without an active follow-up result
NTR1 ag cell count 20 µM: recorded beside NTR1 ag, whose call it bears; cell count; measured here: cell count, cytotoxicity flag
NS5 inhibitors pilot replicate: also measured in NS5 inhibitors; calls as there; inhibition, %; measured here: pilot screen replicate inhibition
Active calls of the source: *; ? = inconclusive; . = not tested or not shown; [ ] = remark or other dose.

SMILES	SIAH1 antagonists	GPR35 antagonists	HIV peptide binding	UTI89 phage lysis	GPR55 antagonists	AID2073	GPR55 beta-arrestin	NTR1 ag	NTR1 ag cell count 20 µM	NS5 inhibitors	others
O=C(Nc1ccccc1)Nc1cc(OCC(F)(F)F)cc(OCC(F)(F)F)c1	-1%	-2%	-2.0%	0.2%	13%	9%	-0.4%	.	.	-5%
CN(c1ccc(C(=O)Nc2ccccc2Sc2ccccc2)cc1)S(C)(=O)=O	-2%	7%	-1.3%	-0.3%	-12%	-6%	0.3%	2.7	56	-3%
COc1ccc(S(=O)(=O)NC(CC(=O)N2CCc3ccccc32)c2ccco2)cc1 (configuration not stated)	-1%	10%	-0.5%	-0.2%	9%	1%	0.5%	-0.6	43	-7%
Cc1cc(CCC(=O)O)c(C)cc1CCC(=O)O	-4%	-4%	-1.2%	0.6%	10%	5%	-0.3%	-1.6	53	-2%
CC(C)c1ccc(NC(=O)C(c2ccccc2)N(Cc2ccco2)C(=O)CC2NC(=O)NC2=O)cc1 (configuration not stated)	0%	-1%	2.4%	-0.1%	2%	2%	-0.3%	1.2	53	-4%
Cc1ccccc1CN1CCNC(=O)C1CC(=O)NCCC1=CCCCC1 (configuration not stated)	0%	-4%	4.8%	-0.1%	10%	6%	0.3%	-0.1	57	-1%
O=C(c1ccc(N2C(=O)c3ccccc3C2=O)cc1)N1CCCCC1	0%	-1%	-0.2%	-1.3%[50 µM]	-3%	-2%	-0.1%	0.0	42	-4%
O=C(CSc1nnc(SCC(=O)NCc2ccc3c(c2)OCO3)s1)NCc1ccc2c(c1)OCO2	-1%	2%	-2.6%	0.1%	1%	9%	0.3%	.	.	-4%
N#Cc1ccccc1S(=O)(=O)c1ccccc1C(=O)Nc1ccccc1	-4%	-3%	-1.1%	-0.4%	-12%	-5%	-0.3%	0.4	29	2%
COc1ccc(N(CC(=O)NCCC2=CCCCC2)S(=O)(=O)c2ccccc2)cc1OC	2%	28%	-1.8%	-0.5%	12%	0%	-0.1%	3.7	42	0%
Cc1cccc(NC(=O)Cn2nnc(C(=O)Nc3ccc(F)c(Cl)c3)c2N)c1	2%	6%	-0.6%	-0.1%	-14%	36%	0.2%	-0.4	61	-13%
CCCN(CCC)C(=O)CSc1ncccc1C(=O)O	4%	16%	0.8%	0.7%[50 µM]	6%	4%	-0.2%	6.2	66	2%
COC(=O)c1ccccc1NC(=O)CSc1nncn1-c1cccnc1	7%	17%	2.0%	0.6%	13%	-3%	-0.1%	-0.8	51	7%
O=C(CCCc1nc(-c2ccc(Cl)cc2)no1)Nc1cccnc1	-2%	17%	-0.3%	0.0%	-2%	-5%	-0.2%	-2.0	89	1%
CC1=C(OC(=O)C(C)(C)C)C(C)(C)C(c2ccccc2)OC1=O (configuration not stated)	1%	1%	2.8%	2.3%[50 µM]	9%	-12%	0.6%	1.2	45	2%
C#CCOCCOCCOCCNc1nc(N2CCN(C(=O)[C@H](CCCCN)n3cc(C(N)CO)nn3)CC2)nc(N2CCN(C(=O)[C@H](CCC(=O)O)n3cc(C(N)Cc4ccc(O)cc4)nn3)CC2)n1 (some centres not stated)	-10%	32%	-1.7%	.	3%	17%	0.4%	-1.0	49	.
CC(C)C(=O)N1CCN(c2ccc([N+](=O)[O-])c(NC(C)c3ccccc3)c2)CC1 (configuration not stated)	3%	-10%	-2.9%	-0.1%[50 µM]	-1%	1%	-0.2%	0.4	63	1%
Oc1ccc(C2=NNC(=NCc3ccc4c(c3)OCO4)SC2)c(O)c1	-10%	8%	49%	2.5%	-3%	36%	-0.3%	1.6	48	-4%
CCCCOc1ccc(C(=O)NN2CCN(C)CC2)cc1	21%	-4%	-0.4%	1.9%[50 µM]	-6%	6%	-0.3%	-2.4	61	-1%
COc1ccccc1/C=C1/C(=O)ON=C1C	2%	2%	0.9%	-0.1%	3%	12%	-0.2%	0.5	46	>100µM*
O=C(CSCc1ccc(Cl)cc1)Nc1ccc2c(c1)OCCO2	5%	11%	-1.2%	0.2%	13%	-3%	-0.1%	-0.8	74	-3%
CC1CCC(=NNc2ccc(C(F)(F)F)cc2[N+](=O)[O-])CC1 (configuration not stated)	-2%	16%	-0.3%	-0.6%	4%	-7%	1.0%	0.8	60	1%
CCOCc1nnc(NC(=O)C2c3ccccc3Oc3ccccc32)s1	6%	14%	1.9%	-1.1%	2%	3%	-0.2%	5.5	61	1%
COc1ccc(/C(O)=C2/C(=O)C(=O)N(c3ncccn3)C2c2ccc(OC)cc2)cc1 (configuration not stated)	7%	-2%	4.8%	0.1%	-5%	-5%	-0.2%	-0.9	85	-4%
COC(=O)c1[nH]c2ccc(C)cc2c1NC(=O)CN1CCN(Cc2ccccc2)CC1	-4%	-14%	-3.8%	3.1%	3%	9%	0.2%	4.1	64	6%
COC(=O)c1ccc(CSc2nnc(CNC(=O)c3ccc(OC)cc3)o2)o1	5%	19%	6.9%	0.0%	22%	2%	0.0%	1.8	81	1%
O=C(O)CSc1nnc(-c2ccc(Cl)cc2Cl)n1-c1ccccc1	-6%	-1%	2.7%	0.0%	15%	-4%	-0.3%	-0.8	61	6%
COCCNC(=O)CCc1ccc(S(=O)(=O)Nc2ccc(C)cc2)cc1	-4%	-5%	0.1%	4.5%	4%	44%	-0.1%	0.6	74	2%
Cc1cc(NC(NC(=O)c2ccco2)(C(F)(F)F)C(F)(F)F)no1	-3%	8%	-1.0%	1.5%	1%	37%	-0.1%	-1.0	102	-5%	NS5 inhibitors pilot replicate=-4.9
COCc1n[nH]c(=S)n1-c1cccc2ccccc12	1%	5%	-1.1%	0.7%	-3%	-13%	1.0%	8.6	93	-6%	NS5 inhibitors pilot replicate=-1.2
COC(=O)c1c(-c2cccnc2)csc1NC(=O)c1cc(C)on1	-2%	2%	6.8%	-0.8%	-6%	-9%	-0.1%	1.9	61	-18%
CC1(C)CC(=O)C2=C(C1)Nc1[nH]c(=S)[nH]c(=O)c1C2c1ccccc1 (configuration not stated)	1%	0%	-1.7%	-0.4%	14%	-1%	0.7%	-1.4	51	-4%
COc1ccc2oc(C)c(C(=O)Cn3ccnc3)c2c1	6%	7%	-0.7%	0.0%	-13%	-2%	-0.1%	-0.3	32	-7%
COCCn1cnc2c1c(=O)n(Cc1ccc(Br)cc1)c(=O)n2Cc1ccccc1	6%	-8%	1.1%	-0.3%	0%	9%	-0.3%	3.3	43	-4%
COC(=O)C1=C(C)N(C)C(C)=C(C(=O)OC)C1c1cccc(Br)c1	7%	9%	36%	11%	29%	-10%	-0.2%	-0.3	50	-5%
CCN1/C(=C/c2ccc3ccc(C)cc3[n+]2CC)Sc2ccccc21	-8%	?	11%	.	?	-1%	0.1%	.	.	.
Cc1c(-c2ccc(Br)cc2)[n+](=O)c2c(n1[O-])CCCC2	13%	-5%	-0.4%	0.0%	-2%	2%	-0.1%	-1.2	52	6%
CC1CCN(S(=O)(=O)c2ccc3[nH]c(=O)[nH]c3c2)CC1	2%	-15%	0.2%	0.1%	-4%	10%	-0.2%	-1.3	48	-11%
O=c1cc(O)c2c(=O)n(-c3ccccc3)c3c(c2o1)CCCCC3	0%	8%	-2.5%	0.0%	9%	7%	0.1%	1.0	69	2%
Cc1ccc2nc(N(CCCN(C)C)C(=O)c3ccc(S(=O)(=O)N4CCCCCC4)cc3)sc2c1	-1%	6%	0.5%	-0.1%	21%	12%	0.0%	21	66	1%
Cc1cc(C)c(NC(=O)COc2nncc3ccccc23)c(C)c1	10%	-20%	1.9%	-1.4%	11%	-4%	-0.2%	-0.5	87	.
O=C(Nc1cccc(C(=O)N2CCOCC2)c1)c1ncn[nH]1	1%	8%	-1.8%	0.6%	-2%	6%	0.1%	2.4	52	-1%
CC(=O)Nc1cccc(OCCCOc2ccc([N+](=O)[O-])cc2)c1	-2%	3%	-0.9%	0.2%	15%	10%	0.0%	1.7	53	-4%
Cc1cccc(C(=O)NC(NCCc2ccccc2)C(Cl)(Cl)Cl)c1 (configuration not stated)	-6%	-3%	0.5%	-0.3%	8%	0%	-0.1%	-0.6	75	-4%
O=C(O)c1cc(S(=O)(=O)N2CCCc3ccccc32)ccc1Cl	-4%	-2%	0.9%	-1.2%[50 µM]	-4%	-1%	-0.1%	.	.	-3%
Cc1ccc(C(=O)N[C@@H](C)CN2C3=NC[C@H](C)N3C[C@H]2Cc2ccc(O)cc2)cc1Br	-8%	7%	-1.8%	.	-3%	3%	-0.1%	0.0	74	.
O=c1[nH]cnc2c1sc1nc(-c3ccccc3)c3c(c12)CCCC3	-1%	3%	1.6%	0.1%	7%	5%	-0.3%	24	61	-9%
Cc1cc2nc(/C=C/c3cccnc3)[nH]c2cc1C	14%	-7%	-1.7%	0.4%	-4%	44%	-0.1%	4.2	60	-9%
COc1ccc(/C=C2\SC(=O)NC2=S)cc1OC	-6%	-15%	153%	-0.7%[50 µM]	-12%	24%	-0.3%	-2.0	67	4%
Cc1nn(S(=O)(=O)c2ccc(Cl)cc2)c(C)c1S(=O)(=O)N1CCOCC1	3%	9%	1.1%	1.8%	4%	-6%	-0.2%	-0.9	53	4%
NC(=O)COC(=O)CC1CC2CCC1C2 (configuration not stated)	-2%	-10%	-1.0%	0.2%	-3%	1%	-0.2%	1.1	45	-1%
COc1cc2[nH]c(=O)n(Cc3ccccc3Cl)c(=O)c2cc1OC	2%	-16%	-0.2%	0.3%	-8%	7%	-0.1%	-0.9	93	-4%
COc1ccc(/C=N\NC(=O)C2CCCC2)cc1Br	7%	-4%	-0.2%	-0.1%[50 µM]	10%	-4%	-0.2%	0.5	56	1%
O=[N+]([O-])c1cc(-c2nc(-c3ccncc3)no2)cc([N+](=O)[O-])c1	15%	1%	0.6%	-0.8%[50 µM]	12%	-8%	-0.3%	1.3	52	0%
COc1ccc(C(=O)NNC(=S)NC(=O)c2ccco2)cc1	-3%	13%	7.7%	0.3%	.	-33%	0.0%	-0.9	93	-11%
